TAAR1 agonist: human TAAR1 agonists, primary screen, Fluo-8 calcium fluorescence, CHO RD-HGA16 cells | vehicle wells 0%, saturating PEA agonist 100% | activation, % at 3 µM | 360,000 compounds, 0.99% hits;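 active = activation above the mean activation of all test compounds in the run plus 3 SD, cut at about 38% in these data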
Target sequence (Q96RJ0 whole entry, looked up): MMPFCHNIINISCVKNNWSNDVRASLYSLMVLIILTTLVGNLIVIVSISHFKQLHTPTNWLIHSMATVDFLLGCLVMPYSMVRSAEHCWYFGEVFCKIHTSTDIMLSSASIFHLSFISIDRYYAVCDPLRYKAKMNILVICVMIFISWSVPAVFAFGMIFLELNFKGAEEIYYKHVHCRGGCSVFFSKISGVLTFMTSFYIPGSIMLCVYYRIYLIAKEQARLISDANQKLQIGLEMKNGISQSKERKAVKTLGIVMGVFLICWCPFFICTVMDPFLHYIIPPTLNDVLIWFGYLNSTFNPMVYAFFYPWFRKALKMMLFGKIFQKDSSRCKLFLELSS
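System: CHO RD-HGA16 cells carrying human TAAR1 plus Gα16; Incubation: 17-24 h seeding, 75 min 37 °C dye, 30 min RT; Measured by: Fluo-8 fluorescence, 5 s baseline then 140 s kinetic read; Control set: DMSO and PEA EC100; Replication: single well for each compound.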
CHO parental Ca: ATP-evoked calcium signal inhibitors, parental CHO, primary screen, counter-screen for OX1R antagonist project, cell-based, fluorescence, Fluo-8 calcium dye; parental CHO-K1, ATP-induced calcium, Fluo-8 fluorescence; inhibition, % at 5.6 µM; 330,000 compounds, 0.63% hits;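 active = inhibition above that plate's mean sample inhibition plus 3 SD, cut at about 26% in these data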;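 also: 0% = ATP-challenged DMSO wells and 100% = DMSO wells without ATP; some compounds past the cut are filed as inactive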
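test system = CHO parental line | reagent = ATP stimulus | measured by = intracellular calcium via Fluo-8 no-wash fluorescent dye | control set = ATP and no-ATP DMSO wells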
M1 ag parental: counter-screen for M1 agonists: effect in parental CHO-K1 cells | 360,000 compounds, 0.48% hits | Fluo-8 calcium fluorescence; scaled to maximal ATP response, vehicle zero | activation, % at 3 µM | AID 602248, 2012; in the data active = activation above about 15%;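 also: untransfected CHO-K1 host cells lacking M1 receptor as counterscreen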
CHO-K1 Ca antag: nonselective inhibitor or artifact in parental CHO-K1 cells. inhibition, % at 3 µM. 360,000 compounds, 0.6% hits. ATP-induced calcium, Fluo-8 fluorescence;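 active = inhibition above a per-plate cutoff, the plate's mean sample inhibition plus 3 SD, cut at about 24% in these data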;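 also: 0% = DMSO plus EC80 ATP and 100% = DMSO alone without ATP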
CHRM1 agonist: human M1 muscarinic receptor agonists, primary screen, Fluo-8 calcium fluorescence, CHO-K1 cells, HTS. CHO-K1 hM1, agonist mode; 0% DMSO, 100% acetylcholine EC100. activation, % at 3 µM. AID 588814, 2011. 360,000 compounds, 0.33% hits;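 active = activation above the run's mean compound activation plus 3 SD, cut at about 16% in these data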;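 also: peak over basal fluorescence ratio within a 140 s kinetic read after compound addition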
Target sequence (P11229 whole entry, looked up): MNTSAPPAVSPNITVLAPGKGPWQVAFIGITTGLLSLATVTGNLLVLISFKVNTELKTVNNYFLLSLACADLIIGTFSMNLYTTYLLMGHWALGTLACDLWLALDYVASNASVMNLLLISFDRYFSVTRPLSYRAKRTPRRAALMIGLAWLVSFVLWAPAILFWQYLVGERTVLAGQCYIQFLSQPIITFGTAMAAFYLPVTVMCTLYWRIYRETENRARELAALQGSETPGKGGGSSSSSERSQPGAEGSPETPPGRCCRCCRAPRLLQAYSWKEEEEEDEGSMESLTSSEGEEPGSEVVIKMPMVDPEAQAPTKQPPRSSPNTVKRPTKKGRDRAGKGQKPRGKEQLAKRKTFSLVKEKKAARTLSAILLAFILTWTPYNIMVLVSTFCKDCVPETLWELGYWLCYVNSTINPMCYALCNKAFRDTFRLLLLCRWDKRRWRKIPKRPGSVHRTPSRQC
CHO-K1 Ca PAM: nonselective calcium activators in parental CHO-K1 cells, primary screen, counter-screen for M1 PAM project, cell-based, Fluo-8 calcium fluorescence, full deck, 1536-well; ATP EC20; 0% at ATP EC20, 100% at ATP max; activation, % at 3 µM; 360,000 compounds, 0.02% hits; AID 602247, 2012;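 active = activation above the run cutoff, the mean activation of all test compounds plus 3 SD, cut at about 40% in these data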;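 also: peak over basal fluorescence ratio in a 140 s read after ATP addition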
OXTR potentiate: human OXTR potentiators, primary screen, fluorescence, CHO-OTR cells, Fluo-8 calcium; Fluo-8 calcium fluorescence, potentiator mode; 0% = oxytocin EC15, 100% = EC100; activation, % at 3 µM; 320,000 compounds, 0.061% hits; AID 2445, 2010;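 active = activation above that plate's cutoff, the mean activation of tested compounds plus 3 SD, cut at about 6.6% in these data, passing the limit was not always enough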;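 also: 100% uses oxytocin at 75 nM as the full agonist control; some results filed as inactive read as strong as hits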
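Assay system: CHO cell line stably expressing human OTR | Also added: Oxytocin at about EC15, sub-maximal agonist stimulus | Times: Compound 6 min at room temperature before oxytocin, 100 s read | Measured by: Fluo-8 intracellular calcium fluorescence, ex 470-495, em 515-575 nm | Controls: EC15 oxytocin alone as 0%, 75 nM oxytocin as 100%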
TAAR1 antagonist: human TAAR1 antagonists, primary screen, Fluo-8 calcium fluorescence, CHO RD-HGA16 cells; Trace amine-associated receptor 1 (Homo sapiens), Q96RJ0; antagonist; inhibition, % at 3 µM; 360,000 compounds, 1.5% hits; AID 624466, 2012;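 active = inhibition above a per-plate cutoff, the mean inhibition of test compounds on that plate plus 3 SD, cut at about 49% in these data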;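 also: 0% = DMSO plus EC80 beta-PEA response and 100% = DMSO alone without agonist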
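Material: CHO RD-HGA16 cells bearing hTAAR1; compound dosing: one-point dosing, 3 µM nominal final; schedule: dye loading 75 min at 37 °C, then 30 min room temperature; measured by: calcium fluorescence with Fluo-8; control set: vehicle and agonist controls; replication: n of 1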
CHRM1 antagonist: human M1 muscarinic receptor antagonists, primary screen, CHO-K1 cells, Fluo-8 calcium fluorescence, 1536-well; Muscarinic acetylcholine receptor M1 (Homo sapiens), P11229; CHO-K1 hM1, ACh EC80 antagonist; inhibition, % at 3 µM; 360,000 compounds, 1.3% hits; AID 588852, 2011;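 active = percent inhibition above its own plate's cutoff, namely the mean of that plate's compound wells plus 3 SD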;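 also: peak over basal fluorescence ratio during 140 s after agonist addition; 0% = ACh EC80 plus DMSO and 100% = DMSO alone without agonist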
* = called active by the depositor; · = not tested or not shown.

Order of values: TAAR1 agonist, CHO parental Ca, M1 ag parental, CHO-K1 Ca antag, CHRM1 agonist, CHO-K1 Ca PAM, OXTR potentiate, TAAR1 antagonist, CHRM1 antagonist
> O=C(Nc1ccc(Cl)c(Cl)c1)C1CCN(C(=O)c2ccco2)CC1
  9, -6, 3.9, -1, 0, -7, -16, 9, -7
> O=C(OCC(=O)c1ccc[nH]1)c1ccc2ccccc2n1
  4, 3, 0.2, -5, -8, -9, -16, 1, -1
> Cc1ccccc1C(=O)NCc1nnc(SCC(=O)N2CCN(c3ccccc3)CC2)n1C
  0, 5, -0.1, -6, -3, 18, -10, -5, -19
> C[C@H]1CN([C@@H](C)CO)C(=O)CCCn2nncc2CO[C@@H]1CN(C)Cc1cccc(C(=O)O)c1
  2, ·, 2.4, 18, -5, 1, ·, -2, 19
> N#Cc1c(SCC(=O)Nc2nccs2)nc2c(c1-c1ccco1)CCCC2
  3, -17, 0.0, -9, -3, 22, -7, -15, -19
> Nc1ccc(C(=O)OCC(=O)N2CCN(C(=O)c3ccco3)CC2)cc1[N+](=O)[O-]
  2, 7, 1.0, -14, 0, 20, 2, 9, -7
> c1ccc(CCCCNCC2COc3ccccc3O2)cc1 (stereo not drawn)
  7, -8, 0.6, 3, -10, 15, -8, -17, 1
> c1ccc(N2CCN(c3nc4ccccc4n4nnnc34)CC2)cc1
  11, -22, 1.5, -8, -3, 12, -17, 20, -5
> C/C(N)=C(/C#N)C(=O)COC(=O)C1CSC2(c3ccc(F)cc3)CCC(=O)N12 (stereo not drawn)
  0, -21, 1.5, -8, -1, -6, -9, 11, 11
> COc1ccc(-c2nnc(SCC(=O)NC(=O)NCc3ccco3)o2)cc1
  -1, -15, 0.4, 1, -2, 7, -17, 3, -4
> COc1ccc(-c2ccc(SCC(=O)c3ccccc3)nn2)cc1OC
  7, -10, 5.1, -10, -4, 15, -13, 27, -1
> Cc1cc(NC(=O)CN2CCN(c3cccc(Cl)c3)CC2)no1
  0, -5, 1.2, -17, -7, 24, -3, -36, -7
> COCCN(C(=O)CSc1nnc(-c2cccs2)n1N)c1c(N)n(Cc2ccccc2)c(=O)[nH]c1=O
  3, -4, 0.6, -4, -3, -13, -4, -6, -9
> COc1cc(C(C)n2nnc3ccccc32)ccc1O (stereo not drawn)
  2, ·, 1.3, -6, -5, -7, ·, -8, -1
> Clc1ccc(-c2c[n+](Cc3ccc(Cl)cc3Cl)c3n2CCCCC3)cc1
  2, -10, 0.8, 4, -7, -12, 5, -24, 48*
> CCc1c(C)c2ccc(OCC(N)=O)cc2oc1=O
  11, -2, 0.6, -6, -6, 17, -4, -2, -3
> CCCCCOc1ccc(C(=O)NC(C(=O)O)C(C)C)cc1 (stereo not drawn)
  2, 19, -0.2, -8, -4, 3, -1, -6, 1
> Cc1ccc2c(=O)n3c(nc2c1)C(Cc1ccc(O)cc1)NC(=O)c1cccnc1-3 (stereo not drawn)
  2, ·, 0.3, -15, -2, 0, ·, -7, -2
> CC(C)CN(CC(C)C)C(=O)Nc1cccc([N+](=O)[O-])c1
  3, -14, 15*, -11, -10, 0, 1, -5, 5
> COc1ccc(-c2cn(-c3ccccc3)c(=S)[nH]2)cc1OC
  1, -6, 0.0, 17, -1, -24, 0, -10, -2
> CCOC(=O)c1cccc(NC(=O)CN(c2ccc(C)cc2)S(=O)(=O)c2c(C)noc2C)c1
  10, 11, 2.4, 6, -4, 14, -24, 72*, -14
> Nc1ccccc1S(=O)(=O)c1ccccc1N
  8, 3, 3.0, -17, 2, 14, -2, -3, -23
> Cc1ccc(NC(=O)c2ncn(CCCNCCCN3CCCC3=O)n2)cc1C
  0, ·, 1.0, -13, -3, 16, ·, -14, -18
> CC(=O)C[C@H](O)CC(=O)[C@H]1OC(=O)[C@@H](C)CCCCc2ccccc21
  -1, -9, -0.1, -9, -3, 14, -5, 0, -15
> COc1ccc(C(=O)NC2c3ccccc3-c3ccccc32)cc1
  0, -3, -0.9, 5, -6, 1, 1, 9, -1
> COc1ccc(OCC(=O)N/N=C(\C)c2cccs2)cc1
  0, 11, 0.1, -12, -2, 8, -10, -13, -7
> COc1ccc(NC(NC(=O)c2ccc(OC)cc2)C(Cl)(Cl)Cl)cc1 (stereo not drawn)
  7, 7, 3.8, -5, -1, 17, -20, 4, 6
> Cc1cc(=O)n(C2CCS(=O)(=O)C2)[nH]1 (stereo not drawn)
  10, 2, 4.1, -13, -5, 10, 0, -12, -3
> CC(=O)OC(C(=O)NC1CCCCC1)c1ccc(C)cc1 (stereo not drawn)
  5, -16, 0.2, -1, -1, 11, -3, -3, -13
> CCSc1nnc2ccc(-c3ccc(C)cc3)nn12
  2, -17, -1.7, -21, -6, 4, -4, -36, -10

Ordered by the number under CHRM1 antagonist (rising): 4 of the compounds above
SMILES,CHRM1 agonist,OXTR potentiate,TAAR1 antagonist,CHRM1 antagonist
Nc1ccccc1S(=O)(=O)c1ccccc1N,2,-2,-3,-23
CCOC(=O)c1cccc(NC(=O)CN(c2ccc(C)cc2)S(=O)(=O)c2c(C)noc2C)c1,-4,-24,72*,-14
COc1ccc(C(=O)NC2c3ccccc3-c3ccccc32)cc1,-6,1,9,-1
COc1ccc(NC(NC(=O)c2ccc(OC)cc2)C(Cl)(Cl)Cl)cc1 (stereo not drawn),-1,-20,4,6

The listing picks up; the 2 compounds before the break are reprinted first.
Order of values: TAAR1 agonist, CHO parental Ca, M1 ag parental, CHO-K1 Ca antag, CHRM1 agonist, CHO-K1 Ca PAM, OXTR potentiate, TAAR1 antagonist, CHRM1 antagonist
> CC(=O)OC(C(=O)NC1CCCCC1)c1ccc(C)cc1 (stereo not drawn)
  5, -16, 0.2, -1, -1, 11, -3, -3, -13
> CCSc1nnc2ccc(-c3ccc(C)cc3)nn12
  2, -17, -1.7, -21, -6, 4, -4, -36, -10
> Cc1ccc(Cc2c(-c3cccc(Cl)c3)nc3ccc(Cl)cn23)cc1
  0, ·, 0.9, -15, -5, 13, ·, -7, -13
> NC(=O)CC(NC(=O)c1ccccc1)c1ccc(N2CCN(c3ccccc3)CC2)c([N+](=O)[O-])c1 (stereo not drawn)
  2, -4, 0.5, -6, -5, 11, -8, 7, 4
> O=C(COC(=O)C1CC(=O)N(Cc2ccco2)C1)Nc1nc(-c2ccc(F)cc2)cs1 (stereo not drawn)
  14, -3, 9.2, -21, -2, 7, -11, 13, -3
> CCCC1CCC(=C(C#N)C(N)=O)CC1 (stereo not drawn)
  -2, 6, -0.7, -2, -3, 8, -6, 14, 7
> O=C(Oc1ccc(-c2nnco2)cc1)N(c1ccccc1)c1ccccc1
  -2, -19, -0.1, -8, -7, 25, -8, -12, 5
> Fc1ccc(CN2C3=NCCN3c3ccccc32)cc1
  0, -17, 1.7, -9, -7, 14, -5, -13, 2
> Cc1nn(-c2ccccc2)c(Cl)c1C1C(C#N)=C(N)Oc2n[nH]c(C)c21 (stereo not drawn)
  10, -12, 0.2, 2, -2, 0, -9, 9, -17
> O=C(c1ccccc1NS(=O)(=O)c1cccs1)N1CCCC1
  1, -2, 0.1, 0, -3, -3, -9, -10, -8
> Cc1[nH]c(=O)[nH]c(=O)c1NS(=O)(=O)c1ccc2c(c1)CCCC2
  1, 0, -0.3, 21, 3, -17, -6, -7, -35
> CC(C)NC1(C#N)CCN(Cc2ccccc2)CC1
  2, ·, 0.7, -4, -2, 10, ·, -18, -18
> CC(=O)c1c(C)[nH]c(C(=O)Nc2ccc(C)c(S(=O)(=O)N(C)C)c2)c1C
  11, 0, 2.5, -5, -6, 11, -4, -22, -4
> C/C(=N\NC(=S)NC1CCCCC1)c1cccc(C(F)(F)F)c1
  -1, -19, 0.4, 4, -1, -5, -4, -32, 5
> COc1ccc(NC(=O)COC(=O)CC2CCCCC2)cc1
  6, -7, 0.0, -17, -4, 21, -4, -7, -14
> Cc1cc(C)n2[nH]c(=O)cc2n1
  4, ·, -0.1, 0, -2, 1, ·, -3, -11
> CCCCN1C(Nc2ccccc2)=NC[C@@H]1CC(C)C
  0, -5, 1.4, -15, -12, 5, 0, -1, -4
> O=C(Nc1cccnc1)C1CCCN1S(=O)(=O)c1ccc(Cl)c(Cl)c1 (stereo not drawn)
  11, -15, 2.5, 0, -1, -4, -5, -18, -22
> COc1ccc(NC(=O)c2sc(=O)n(Cc3ccc(S(=O)(=O)N(C)C)cc3)c2C)cc1
  1, ·, 5.2, -14, -2, 29, ·, 8, -14
> Nc1cc2nc[nH]c2cc1N
  2, ·, 0.1, 22, -4, -18, ·, 5, 16
> O=C(NCc1ccccc1F)c1ccc(S(=O)(=O)Nc2cccc(C(F)(F)F)c2)cc1
  30, 6, 6.6, 2, 15, 24, -6, 22, 2
> COc1cccc(N(C(=O)c2snc(C(N)=O)c2N)C(C(=O)NCC2CCCO2)c2c[nH]c3ccccc23)c1 (stereo not drawn)
  10, -16, 3.4, -7, -1, 0, -22, 12, -6
> Nc1ccc(O)cc1C(=O)OCC(=O)C12CC3CC(CC(C3)C1)C2
  2, -12, -0.1, -3, 0, 9, -3, -18, -11
> CC(C)CCNC(=O)CN(C(=O)CCC(=O)Nc1nccs1)c1ccc2c(c1)OCCO2
  1, -3, 2.4, -8, -5, 7, -3, 13, -8

Shown comma-delimited: entries from further up
structure,TAAR1 agonist,CHO parental Ca,M1 ag parental,CHO-K1 Ca antag,CHRM1 agonist,CHO-K1 Ca PAM,OXTR potentiate,TAAR1 antagonist,CHRM1 antagonist
O=C(Nc1cccnc1)C1CCCN1S(=O)(=O)c1ccc(Cl)c(Cl)c1 (stereo not drawn),11,-15,2.5,0,-1,-4,-5,-18,-22
COc1ccc(NC(=O)c2sc(=O)n(Cc3ccc(S(=O)(=O)N(C)C)cc3)c2C)cc1,1,·,5.2,-14,-2,29,·,8,-14
Nc1cc2nc[nH]c2cc1N,2,·,0.1,22,-4,-18,·,5,16
O=C(NCc1ccccc1F)c1ccc(S(=O)(=O)Nc2cccc(C(F)(F)F)c2)cc1,30,6,6.6,2,15,24,-6,22,2

From PubChem
